# MC4R antagonist: human MC4R antagonism in cAMP assay; inhibition, % at 6.5 µM; 0.48% of 360,000 active; P32245; MC4R-expressing cells, MTII-stimulated cAMP, LANCE TR-FRET;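 active = inhibition above its plate's cutoff, the mean of tested wells on that plate plus 3 SD, cut at about 29% in these data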;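 note: 0% = Melanotan II alone and 100% = Melanotan II plus saturating MCL0020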
#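 Material – human MC4R-expressing U2OS cells · Repeats – no replicates · Detection – TR-FRET with Eu-cAMP and labeled anti-cAMP, 671 nm · Times – compound 30 min, challenge 1 h, detection 1 h · Compound – single nominal compound dose of 6.5 µM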
# MC4R barr agon: human MC4R agonism via beta-arrestin; P32245; U2OS MC4R beta-arrestin complementation, luminescence; percent of melanotan II response, DMSO zero; activation, % at 8.9 µM; 0.98% of 360,000 active;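 active = activation above a per-plate cutoff, the mean activation of sample wells on that plate plus 3 SD, cut at about 8% in these data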
# TLR9-MyD88 inh: blocks human TLR9 binding to MyD88. Q9NR96+Q99836. CHO BLA complementation TLR9-MyD88, CCF4 FRET ratio. inhibition, % at 4.98 µM. 0.21% of 340,000 active;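 active = inhibition above the mean over all tested compounds plus 3 SD, cut at about 21% in these data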;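 note: 0% = DMSO only wells and 100% = clavulanate BLA inhibitor control wells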
# aDG glyco act: alpha-DG glycosylation activation. 0.22% of 360,000 active. activation, % at 10 µM. Pro5-aDG cells, alpha-DG glycosylation AlphaScreen (IIH6); 0% Pro5, 100% B10-LARGE cell signal;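 active = activation of at least 8% versus controls, or a plate z-score of at least 8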;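 note: Pro5 are CHO cells carrying HIG-tagged alpha-DG that lacks glycosylation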
# ABHD5-PLIN5 inh: inhibitors of human ABHD5-perilipin-5 interaction | Q00G26+Q8WTS1 | Split G. princeps luciferase complementation, luminescence, 4 h | inhibition, % at 4 µM | 0.78% of 360,000 active | AID 602281;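 active = inhibition above the mean inhibition across every tested compound plus 3 SD, cut at about 22% in these data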;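 note: 0% = DMSO only wells and the 100% control is not disclosed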
# Target sequence (Q00G26 whole entry, looked up): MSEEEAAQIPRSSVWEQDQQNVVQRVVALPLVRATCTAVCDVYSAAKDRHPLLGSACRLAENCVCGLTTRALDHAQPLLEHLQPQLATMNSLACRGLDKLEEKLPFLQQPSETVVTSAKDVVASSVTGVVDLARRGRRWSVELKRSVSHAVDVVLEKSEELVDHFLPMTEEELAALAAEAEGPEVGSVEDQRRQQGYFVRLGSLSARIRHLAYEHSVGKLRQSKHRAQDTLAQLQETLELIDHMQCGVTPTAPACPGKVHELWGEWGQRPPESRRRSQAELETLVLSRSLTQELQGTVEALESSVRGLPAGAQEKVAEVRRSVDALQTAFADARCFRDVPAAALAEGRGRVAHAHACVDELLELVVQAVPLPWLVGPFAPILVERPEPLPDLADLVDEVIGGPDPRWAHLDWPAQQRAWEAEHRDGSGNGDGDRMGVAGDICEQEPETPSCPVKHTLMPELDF
# Target sequence (Q8WTS1 whole entry, looked up): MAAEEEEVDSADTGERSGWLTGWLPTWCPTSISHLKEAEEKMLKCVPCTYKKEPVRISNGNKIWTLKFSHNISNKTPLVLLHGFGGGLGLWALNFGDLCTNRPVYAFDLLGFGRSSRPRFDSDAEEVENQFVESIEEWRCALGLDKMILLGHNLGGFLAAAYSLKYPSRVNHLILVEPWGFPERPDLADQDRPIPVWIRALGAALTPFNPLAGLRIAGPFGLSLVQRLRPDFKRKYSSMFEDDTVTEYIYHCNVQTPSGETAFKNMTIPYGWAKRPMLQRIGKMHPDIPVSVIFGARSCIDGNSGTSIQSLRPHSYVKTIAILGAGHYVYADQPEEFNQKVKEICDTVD
# NOD2-RIPK2 inh: inhibitors of human NOD2-RIPK2 interaction | CHO BLA complementation NOD2-RIPK2, CCF4 ratio | inhibition, % at 4.98 µM | 0.38% of 360,000 active | AID 624267; in the data active = inhibition above about 21%;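 note: 0% = vehicle only and 100% = reference blocker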
# Exocytosis inh: lytic granule exocytosis inhibition. TALL-104 LAMP-1 surface exposure, flow cytometry; cells stimulated with thapsigargin and PMA. inhibition, % at 10 µM. 0.66% of 360,000 active. AID 651702;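 active = inhibition above about 55%, limit read from the data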
# Vif inh: blocks HIV Vif function; 0.35% of 340,000 active; inhibition, % at 7.49 µM; HEK293T cells, Vif self-association by quenched fluorescence, imaging, 24 h; AID 602346; in the data active = inhibition above about 50%, passing the limit was not always enough; note: some results filed as inactive read as strong as hits
# Glyco luc inh: blocks N-linked glycosylation in D54 reporter cells; D54 ERlucT glycosylation luciferase reporter, 24 h; percent of 100 nM tunicamycin response; reporter increase, % at 12.5 µM; 0.23% of 360,000 active; AID 588692;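 active = mean luciferase reporter signal, scaled so untreated is 0 and the glycosylation-blocking control 100, at or above a set limit in every replicate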;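 note: luciferase carries N-glycosylation sites so blocking glycosylation raises the light; 0% = median of neutral control wells and 100% = median of 100 nM tunicamycin wells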
# ABCB6 inh 2: blocks the human ABCB6 transporter. Q9NP58. K562-ABCB6 porphyrin accumulation, flow cytometry, 1 h; stronger effect = lower value. fluorescence ratio to DMSO, % at 10 µM. 0.19% of 360,000 active;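 active = fluorescence ratio to DMSO below 75%, the collection mean minus 3 SD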;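 note: signal is porphyrin accumulated inside mitochondria; 100% equals median channel fluorescence of DMSO control wells; lower ratio means ABCB6 inhibition with less porphyrin fluorescence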
# Active calls of the source: *; nt = not tested or not shown. Not all compounds are listed; the hit share may differ from the screen's.
entry	Structure	TLR9-MyD88 inh	ABHD5-PLIN5 inh	MC4R barr agon	Vif inh	Exocytosis inh
1	CC(C)(C)NC(=O)CN(c1cccc([N+](=O)[O-])c1)S(=O)(=O)c1ccccc1	nt	0	-1.8	5	1
2	COc1ccccc1CC(=O)N1CCN(c2ccccc2F)CC1	-1	1	0.5	-4	2
3	Cc1ccc(S(=O)(=O)N2CCOCC2)cc1NC(=O)COC(=O)c1cnccn1	2	-5	-1.6	10	3
4	Cc1nn(Cc2ccccc2)c(C)c1C(=O)NCC(c1cccs1)N1CCOCC1 (stereo unspecified)	1	2	-2.9	-5	-2
5	CC(=O)Oc1ccc(C(=O)Nc2ccc3c(c2)OCCO3)cc1	-11	-4	-1.2	-3	0
6	COC(=O)c1ccc(Nc2nc(-c3ccncc3)nc3ccccc23)cc1	-6	6	-1.5	15	-2
7	Cc1n[nH]c(C)c1Cc1ccc(C(=O)O)cc1	-1	2	0.4	nt	-1
8	CC(C)NS(=O)(=O)c1ccc(CCC(=O)NCc2cccnc2)cc1	9	6	-0.2	nt	-4
9	Cc1ccc(NC(=O)COC(=O)C(NS(=O)(=O)c2ccc(Cl)cc2)C(C)O)c(Br)c1 (stereo unspecified)	-19	18	3.0	4	-5
10	c1ccc(CCCNCC2COc3ccccc3O2)cc1 (stereo unspecified)	7	4	0.0	nt	-2
11	COCCN(C(=S)Nc1c(C)cccc1C)C(C)c1ccco1 (stereo unspecified)	-4	-1	0.2	-2	8
12	COc1ccc(-c2cc(C(F)F)n3ncc(C(=O)Nc4cccc(S(=O)(=O)N5CCOCC5)c4)c3n2)cc1	5	-1	0.6	-6	6

entry	Glyco luc inh	NOD2-RIPK2 inh	aDG glyco act	MC4R antagonist	ABCB6 inh 2
1	1	-8	-0.2	7	100
2	0	-7	-0.1	19	94
3	-1	-2	-0.3	3	96
4	0	1	0.3	0	100
5	-12	14	-0.1	5	94
6	-2	-6	0.0	8	90
7	4	0	-0.2	1	96
8	nt	-1	0.0	1	105
9	0	-8	-0.1	-13	102
10	-1	-4	0.6	13	100
11	0	0	0.0	18	96
12	4	-7	-0.7	16	101

# (list continues)
entry	Structure	TLR9-MyD88 inh	ABHD5-PLIN5 inh	MC4R barr agon	Vif inh	Exocytosis inh
13	COc1ccc(C2=NOC(C)(c3nnc(-c4ccc(F)cc4)o3)C2)cc1 (stereo unspecified)	1	6	-0.5	nt	-6
14	C=CCN1C(=O)c2ccccc2C1(O)Cc1ccccc1 (stereo unspecified)	5	6	-0.3	2	-1
15	COc1ccc(-c2csc3nc[nH]c(=O)c23)cc1OC	2	1	-0.4	8	1
16	O=C(OCC(=O)N1CCCC1)c1ccc(S(=O)(=O)Nc2ccccc2)cc1	0	-2	-0.6	0	4
17	O=C(NC(Cc1ccccc1)c1ccc2c(c1)OCCCO2)c1ccc(F)cc1 (stereo unspecified)	-5	-3	0.2	-9	-2
18	CC1(C)OC(=O)C(=CNC(Cc2c[nH]c3ccccc23)C(=O)O)C(=O)O1 (stereo unspecified)	8	2	-2.7	6	2
19	COc1ccc2c(CC(=O)Nc3ccc(OC)nc3)coc2c1	2	-11	1.8	-3	-5
20	FC(F)(F)c1ccccc1NC(=S)Nc1ccccc1	1	-9	0.1	-9	3
21	CCCN1CCN(CC(=O)Nc2nnc(CC)s2)CC1	6	0	-0.2	-16	-8
22	CCC(CC)NC(=O)CN(c1ccccc1OC)S(=O)(=O)c1cccs1	-6	-6	0.4	2	0
23	N#CC(c1ccc(N)cc1)C(CC(=O)c1ccccc1)c1ccccc1 (stereo unspecified)	6	-10	-0.5	3	-2
24	Cc1cc(-n2cc(Br)c(=O)[nH]c2=O)nc(-c2ccccc2)n1	2	1	-1.4	-8	-4

entry	Glyco luc inh	NOD2-RIPK2 inh	aDG glyco act	MC4R antagonist	ABCB6 inh 2
13	-1	-6	0.1	3	101
14	2	-7	-0.1	-2	100
15	3	6	-0.2	9	107
16	3	6	0.0	-1	92
17	-1	-5	0.0	13	101
18	4	-6	-0.2	6	102
19	2	2	0.1	-4	101
20	-2	1	0.0	2	90
21	-1	6	0.2	11	97
22	-1	-5	0.0	16	95
23	2	-6	0.3	13	98
24	2	-1	0.1	1	89

# The listing continues.
entry	Structure	TLR9-MyD88 inh	ABHD5-PLIN5 inh	MC4R barr agon	Vif inh	Exocytosis inh
25	COc1c(C=O)c2c(c(OC)c1OC)-c1ccc(OC)c(=O)cc1C(NC(C)=O)CC2 (stereo unspecified)	-6	0	-2.0	90*	8
26	O=C(CSc1nc2ccccc2c(=O)n1CCCN1CCOCC1)Nc1ccc2c(c1)OCO2	6	0	-2.2	10	0
27	CC1=C(C(=O)Nc2cccnc2)C(c2ccc(C(C)C)cc2)n2ncnc2N1 (stereo unspecified)	4	7	0.7	20	0
28	C[C@H](CO)N1C[C@H](C)[C@@H](CN(C)S(=O)(=O)c2ccc(Cl)cc2)OCc2cnnn2CCCC1=O	-6	-1	-0.5	nt	8
29	COc1ccccc1N(C)S(=O)(=O)c1ccc(C(=O)OC(C)C(=O)NCc2ccc3c(c2)OCO3)cc1 (stereo unspecified)	0	1	-2.3	8	-1
30	CCOC(=O)C1Nc2ccc(C)cc2C2C=CCC12 (stereo unspecified)	8	11	-0.9	nt	-2
31	C=CCSc1nc(N)c(C#N)c(-c2ccc(C)cc2)c1C#N	-5	-8	0.9	nt	4
32	Cc1cccc(NC(=O)c2cc(-c3cccnc3)nc3c(C)cccc23)n1	16	7	7.1	16	5
33	COc1ccc(NC(=S)NNC(=O)Cn2nc(C(F)F)cc2C(F)F)cc1	-5	-5	-0.6	-11	1
34	O=C(NN=Cc1ccccc1C(=O)O)c1cccc(S(=O)(=O)Nc2cccc(C(F)(F)F)c2)c1	-1	11	0.2	nt	-4
35	O=S(N1CCCCCC1)C12CC3CC(CC(C3)C1)C2 (stereo unspecified)	3	5	-0.2	3	1
36	COc1ccc(NC(=O)COc2cccc(-n3cnnn3)c2)cc1Cl	2	-14	-2.5	-4	1

entry	Glyco luc inh	NOD2-RIPK2 inh	aDG glyco act	MC4R antagonist	ABCB6 inh 2
25	10	12	-0.2	-20	105
26	0	-7	-0.3	-6	101
27	1	0	0.1	4	98
28	1	-2	0.1	5	99
29	-3	0	0.2	-2	97
30	-1	2	-0.3	1	101
31	-5	7	-0.3	-1	100
32	-5	-8	-0.4	2	104
33	3	-10	0.1	18	100
34	0	5	-0.1	4	95
35	0	5	0.0	-7	117
36	0	-4	0.3	7	99

# (list continues)
entry	Structure	TLR9-MyD88 inh	ABHD5-PLIN5 inh	MC4R barr agon	Vif inh	Exocytosis inh
37	CCC(C)NC(=O)CSc1ncnc2sccc12 (stereo unspecified)	5	-4	-5.4	-5	2
38	COc1cc(CC(=O)Oc2ccc3c(c2)OCO3)cc(OC)c1OC	-9	-2	-1.2	28	-2
39	CCOC(=O)N1CCN(C(=O)c2ccc(S(=O)(=O)NCc3ccco3)cc2)CC1	-5	5	0.4	0	8
40	O=C(O)CNS(=O)(=O)c1ccc2c3c(cccc13)C(=O)N2	-2	6	-0.3	-2	-2
41	C=CCn1c(SC)nnc1-c1cccc([N+](=O)[O-])c1	-4	5	-0.3	8	-2
42	Cc1ccc(C)c(Nc2cc(C)nc3ccccc23)c1	9	6	0.0	-6	21
43	NS(=O)(=O)c1ccc(CCNC(=O)CNC(=O)c2ccc(Oc3ccccc3)cc2)cc1	-1	6	-0.6	-10	6
44	CN1CCN(CCC(=O)Nc2cccc(F)c2)CC1	-1	-2	-2.0	18	2
45	COc1ccc(CCNCC(=O)Nc2ccc(C)c(S(=O)(=O)N(C)C)c2)cc1	5	7	0.0	-5	-2
46	CC(C)C[C@H]1CNC(=S)N1CC1CCCN1C[C@H](CC(C)C)N1C[C@H](CC(C)C)N(CCc2ccccc2)C1=S (stereo partly specified)	-8	-4	-1.5	nt	14
47	CCN(c1cccc(C(F)(F)F)c1)S(=O)(=O)c1ccc2c(c1)CCN2C(C)=O	1	3	-0.8	-2	0
48	Cc1cc(NC(=O)c2c(Cl)cnn2C)no1	-13	-2	-1.1	-1	0

entry	Glyco luc inh	NOD2-RIPK2 inh	aDG glyco act	MC4R antagonist	ABCB6 inh 2
37	-1	0	0.3	4	98
38	-1	1	0.0	11	109
39	0	2	0.0	8	103
40	3	5	-0.1	0	101
41	1	-7	-0.1	3	97
42	-2	4	0.2	2	83
43	-3	-1	0.0	1	95
44	1	0	0.0	9	99
45	1	5	0.0	5	102
46	-12	-16	-0.3	5	92
47	0	7	0.0	4	92
48	0	-6	0.0	5	97

# Given with two lines to a compound: entries from further up.
# Fields – TLR9-MyD88 inh	ABHD5-PLIN5 inh	MC4R barr agon	Vif inh	Exocytosis inh	Glyco luc inh	NOD2-RIPK2 inh	aDG glyco act	MC4R antagonist	ABCB6 inh 2
37	CCC(C)NC(=O)CSc1ncnc2sccc12 (stereo unspecified)
 : 5	-4	-5.4	-5	2	-1	0	0.3	4	98
41	C=CCn1c(SC)nnc1-c1cccc([N+](=O)[O-])c1
 : -4	5	-0.3	8	-2	1	-7	-0.1	3	97

# The listing continues:
entry	Structure	TLR9-MyD88 inh	ABHD5-PLIN5 inh	MC4R barr agon	Vif inh	Exocytosis inh
49	COc1ccc(C(=O)NC2CCN(CC(=O)Nc3c(C)cccc3C)CC2)cc1OC	5	3	1.0	1	7
50	CC12CCC(=O)N1C(C(=O)NCCN1C(=O)S/C(=C\c3ccccc3Cl)C1=O)CS2 (stereo unspecified)	5	0	-2.5	4	-3
51	Cc1ccc(N2C(=O)c3cccc4c(Oc5ccccc5[N+](=O)[O-])ccc(c34)C2=O)c(C)c1	-8	1	-1.6	-1	-2
52	CCc1nc(SCc2ccccc2C)n[nH]1	-3	-4	-1.6	4	6
53	CCCCC(=O)Nc1ccc(C(=O)c2ccccc2)cc1	-7	3	-1.3	11	-4
54	CC(=O)c1cnn(-c2c(Cl)cc(Cl)cc2Cl)c1C	-1	-3	-0.8	-19	-8
55	O=C(Cc1cccs1)N/N=C/C=C/c1ccccc1[N+](=O)[O-]	nt	2	-1.1	0	-8
56	COc1ccc(NC(=O)c2cccnc2N2CCCC2)cc1	-4	0	-1.3	nt	-1

entry	Glyco luc inh	NOD2-RIPK2 inh	aDG glyco act	MC4R antagonist	ABCB6 inh 2
49	0	-9	0.0	1	100
50	3	-8	0.3	5	91
51	-4	-3	-0.2	-2	96
52	-2	-3	0.0	-5	100
53	-3	2	0.6	6	97
54	-1	3	0.0	1	96
55	-2	-36	0.3	-5	94
56	3	-8	-0.1	-2	102

# Structures from the list above with an aryl thioether with sulfur outside any ring, in the order listed:
entry	Structure	TLR9-MyD88 inh	ABHD5-PLIN5 inh	MC4R barr agon	Vif inh	Exocytosis inh
26	O=C(CSc1nc2ccccc2c(=O)n1CCCN1CCOCC1)Nc1ccc2c(c1)OCO2	6	0	-2.2	10	0
31	C=CCSc1nc(N)c(C#N)c(-c2ccc(C)cc2)c1C#N	-5	-8	0.9	nt	4
37	CCC(C)NC(=O)CSc1ncnc2sccc12 (stereo unspecified)	5	-4	-5.4	-5	2
41	C=CCn1c(SC)nnc1-c1cccc([N+](=O)[O-])c1	-4	5	-0.3	8	-2
52	CCc1nc(SCc2ccccc2C)n[nH]1	-3	-4	-1.6	4	6

entry	Glyco luc inh	NOD2-RIPK2 inh	aDG glyco act	MC4R antagonist	ABCB6 inh 2
26	0	-7	-0.3	-6	101
31	-5	7	-0.3	-1	100
37	-1	0	0.3	4	98
41	1	-7	-0.1	3	97
52	-2	-3	0.0	-5	100
